APP 5UTR inh = inhibitors of APP translation via 5'UTR reporter, primary screen, APP 5'UTR luciferase, SH-SY5Y cells; 190,000 tested, 0.82% active; SH-SY5Y APP 5'UTR-luciferase reporter, luminescence; inhibition, % at 2 µM;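 active = inhibition above a set limit, derived from the sample mean plus 3 SD, cut at about 45% in these data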; note: values of inactives mirror those of a sister screen read the other way
Hsp70 activator = Hsp70 transcriptional activators, primary screen, cell-based, HeLa, Hsp70 promoter luciferase, luminescence, 10 µM. HeLa Hsp70 promoter luciferase reporter; scaled: vehicle 0, proteasome-inhibitor control 100%. AID 1203, 2008. activation, % at 10 µM. 200,000 tested, 0.04% active;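 active = activation above the mean across all tested compounds plus 3 SD, cutoff set per campaign, cut at about 5.5% in these data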;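 note: 100% = MG132 at 30 µM as the positive control and 0% = DMSO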
STAT1 inh = STAT1 signaling inhibitors, primary screen, cell-based, HTS, luciferase reporter | NIH 3T3 STAT1-luciferase reporter, IFN-gamma, luminescence | inhibition, % at 5.5 µM | 200,000 tested, 0.35% active | AID 920, 2007;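 active = inhibition above a set limit, the mean inhibition across all tested compounds plus 3 SD, cut at about 34% in these data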;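 note: 0% = IFN-gamma with DMSO and 100% = IFN-gamma with 300 µM nifuroxazide; values of inactives mirror those of a sister screen read the other way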
TLR4-MyD88 BLA = inhibitors of TLR4-MyD88 association in cells, primary screen, cell-based, HeLa CL3-4, BLA complementation, FRET ratio; HeLa CL3-4 TLR4/MyD88 BLA complementation; Toll-like receptor 4 (Homo sapiens) + Myeloid differentiation primary response protein …; 200,000 tested, 0.18% active; inhibition, % at 8.4 µM; in the data active = inhibition above about 25%;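 note: 0% = vehicle and 100% = reference inhibitor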
Target sequence (O00206 whole entry, looked up): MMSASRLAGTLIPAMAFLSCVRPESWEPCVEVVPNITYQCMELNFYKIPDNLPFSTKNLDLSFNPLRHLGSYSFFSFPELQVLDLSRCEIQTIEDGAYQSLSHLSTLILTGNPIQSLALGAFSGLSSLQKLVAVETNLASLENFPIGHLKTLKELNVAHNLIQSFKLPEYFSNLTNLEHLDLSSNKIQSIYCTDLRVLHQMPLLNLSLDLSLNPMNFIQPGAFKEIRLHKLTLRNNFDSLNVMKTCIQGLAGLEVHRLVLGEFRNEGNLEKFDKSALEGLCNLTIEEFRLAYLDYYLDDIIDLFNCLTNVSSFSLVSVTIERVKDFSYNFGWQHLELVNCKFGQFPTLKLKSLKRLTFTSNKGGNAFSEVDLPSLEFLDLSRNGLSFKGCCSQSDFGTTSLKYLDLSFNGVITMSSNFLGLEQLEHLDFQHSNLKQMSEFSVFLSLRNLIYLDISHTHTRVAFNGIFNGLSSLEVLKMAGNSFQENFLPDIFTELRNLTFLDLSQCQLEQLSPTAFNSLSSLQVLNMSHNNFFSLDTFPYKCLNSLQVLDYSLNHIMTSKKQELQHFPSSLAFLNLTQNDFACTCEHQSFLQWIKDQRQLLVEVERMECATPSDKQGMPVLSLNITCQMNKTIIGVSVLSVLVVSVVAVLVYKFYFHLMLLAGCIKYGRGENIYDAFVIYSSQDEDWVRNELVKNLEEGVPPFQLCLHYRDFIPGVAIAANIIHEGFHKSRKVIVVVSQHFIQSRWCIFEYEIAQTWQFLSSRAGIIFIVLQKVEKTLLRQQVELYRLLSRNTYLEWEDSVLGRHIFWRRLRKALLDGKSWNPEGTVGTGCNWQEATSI
Target sequence (Q99836 whole entry, looked up): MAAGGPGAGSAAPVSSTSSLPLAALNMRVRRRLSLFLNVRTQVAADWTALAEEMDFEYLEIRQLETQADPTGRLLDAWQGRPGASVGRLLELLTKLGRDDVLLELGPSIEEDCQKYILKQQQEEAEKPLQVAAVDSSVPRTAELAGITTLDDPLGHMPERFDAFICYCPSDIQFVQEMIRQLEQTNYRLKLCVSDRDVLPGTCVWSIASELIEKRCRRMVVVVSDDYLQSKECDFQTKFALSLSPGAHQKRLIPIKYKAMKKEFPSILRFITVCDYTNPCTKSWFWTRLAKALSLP
G6PDH counter = L. mesenteroides G6PDH inhibitors, counter-screen for G6PDH-coupled screening assays, biochemical, Leuconostoc mesenteroides enzyme | Purified L. mesenteroides G6PDH, diaphorase/resazurin coupled fluorescence, 45 min | inhibition, % at 5 µM | 200,000 tested, 0.12% active | glucose-6-phosphate dehydrogenase [Leuconostoc mesenteroides]; in the data active = inhibition above about 50%
STAT3 act = IL-6 driven STAT3 reporter potentiators, primary screen, U3A cells, luciferase, luminescence, MLSCN library | IL-6 STAT3-luciferase reporter; 100% = signal with IL-6 EC80 alone | activation (% of control), % at 5.6 µM | 190,000 tested, 0.91% active;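 active = activation above the screen-wide mean of compound activation plus 3 SD, cut at about 130% in these data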;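 note: 0% = background luminescence of wells with medium and substrate only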
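system = STAT3-luciferase reporter U3A cells | reagent = IL-6 stimulus at 33 ng/mL final | timing = 1 h compound pre-exposure, 6 h IL-6 stimulation, 37 °C | measured by = luminescence | evaluation = % activation versus median of IL-6-stimulated wells | control set = IL-6-only wells as 100% reference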
STAT3 inh = IL-6 driven STAT3 reporter inhibitors, primary screen, U3A cells, luciferase, luminescence, MLSCN library | IL-6 STAT3-luciferase reporter; host cell line lacks STAT1 | inhibition, % at 5.5 µM | 190,000 tested, 0.89% active | AID 862, 2007;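 active = inhibition above the mean inhibition across all screened compounds plus 3 SD, cut at about 44% in these data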;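 note: 0% = DMSO only wells and 100% = 100 µM nifuroxazide control wells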
Diaph inh CS = diaphorase inhibitors and chemical oxidizers, primary screen, counter-screen for diaphorase-coupled primary assays, biochemical, uHTS, resorufin fluorescence | 190,000 tested, 0.69% active | inhibition, % at 20 µM | diaphorase resazurin-to-resorufin fluorescence, NADH, 16 min; bacterial (C. kluyveri) enzyme, not human;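 active = primary screen inhibition at 20 µM above a set limit, cut at about 50% in these data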;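 note: plate controls were DMSO with full reaction for no effect and wells lacking NADH for full effect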
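Assay system: diaphorase enzyme from Clostridium kluyveri; Input: enzyme working solution with 0.14 U/mL diaphorase; Timing: 16 min at room temperature; Technique: resorufin fluorescence, excitation 544 nm, emission 590 nm; Benchmarks: positive control minus NADH, DMSO neutral control.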
STAT1 activator = STAT1 signaling activators, primary screen, cell-based, HTS, luciferase reporter; activation (% of control), % at 5.5 µM; 200,000 tested, 2.6% active; NIH 3T3 STAT1-luciferase reporter, IFN-gamma, luminescence; 100% = IFN-gamma alone, no compound;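 active = activation above the screen-wide mean activation plus 3 SD, cut at about 130% in these data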;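 note: raw ratio to IFN-gamma control signal so 100% means no change and 0% no light; values of inactives mirror those of a sister screen read the other way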
Diaph act CS = compounds boosting diaphorase resazurin reduction – biochemical, uHTS, resorufin fluorescence, counter-screen for diaphorase-coupled primary assays, primary screen; Diaphorase/resazurin coupled assay, 16 min; stronger effect = higher value; 1 = vehicle wells, 0 = NADH-free wells; activation factor at 20 µM; 190,000 tested, 0.005% active; AID 1229, 2008;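 active = diaphorase activity raised at least twofold by the compound at 20 µM; inactive = activation factor below 2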
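Test system: Clostridium kluyveri diaphorase, purified enzyme. Buffer or medium: 50 mM HEPES pH 7.4 buffer plus MgCl2 and Tween 20. Also added: 0.114 mM NADH and 0.1 mM resazurin, final amounts. Dosing: compound 20 µM once, DMSO 1%. Schedule: 16 min enzyme reaction, ambient temperature. Detection: fluorescence of resorufin, 544 nm excitation, 590 nm emission.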
Numbers without * were called inactive.

Screening COc1ccc(CCNC2CC(C)N(C)CC2C)cc1OC (configuration not stated) returned APP 5UTR inh -2, Hsp70 activator -0.1, STAT1 inh 1, TLR4-MyD88 BLA -4, G6PDH counter 16, STAT3 act 107, STAT3 inh -5, Diaph inh CS 12, STAT1 activator 99 and Diaph act CS 0.9.
`O=C1/C(=C/c2ccncc2)CCC/C1=C\c1ccncc1` gave APP 5UTR inh 82*, Hsp70 activator 210*, STAT1 inh 1, TLR4-MyD88 BLA 17, G6PDH counter 1, STAT3 act 76, STAT3 inh 30, Diaph inh CS 6, STAT1 activator 99 and Diaph act CS 0.9.
For COC(=O)c1cccc(NC(N)=S)c1 the results were APP 5UTR inh -17, Hsp70 activator -0.1, STAT1 inh -4, TLR4-MyD88 BLA 19, G6PDH counter 12, STAT3 act 102, STAT3 inh 5, Diaph inh CS 5, STAT1 activator 102 and Diaph act CS 0.9.
`COc1ccccc1NS(=O)(=O)c1cc([N+](=O)[O-])ccc1N/N=C/c1sc(N2CCOCC2)nc1-c1ccccc1` gave APP 5UTR inh -10, Hsp70 activator -0.3, STAT1 inh -10, TLR4-MyD88 BLA 14, G6PDH counter 0, STAT3 act 103, STAT3 inh -9, Diaph inh CS 8, STAT1 activator 109 and Diaph act CS 0.9.
For COc1ccc(/C=C\C(=O)CC(O)(c2ccccc2)C(F)(F)F)cc1 (configuration not stated) the results were APP 5UTR inh 9, Hsp70 activator -0.3, STAT1 inh 11, TLR4-MyD88 BLA -6, G6PDH counter 3, STAT3 act 102, STAT3 inh 4, Diaph inh CS 8, STAT1 activator 90 and Diaph act CS 0.9.
`CCOc1ccccc1NC(=O)COC(=O)c1cc(C(=O)OC)cc([N+](=O)[O-])c1` gave APP 5UTR inh 1, Hsp70 activator -0.2, STAT1 inh 1, TLR4-MyD88 BLA 9, G6PDH counter -22, STAT3 act 101, STAT3 inh -2, Diaph inh CS 9, STAT1 activator 99 and Diaph act CS 0.9.
Screening O=c1c2ccccc2c(C=Nc2ccc(S(=O)(=O)N3CCCCC3)cc2)c(O)n1-c1ccc(Cl)cn1 returned APP 5UTR inh 3, Hsp70 activator -0.4, STAT1 inh 5, TLR4-MyD88 BLA 2, G6PDH counter -14, STAT3 act 103, STAT3 inh -3, Diaph inh CS 10, STAT1 activator 95 and Diaph act CS 0.9.
Screening CCNC(=S)N(Cc1ccco1)Cc1cc2cc3c(cc2[nH]c1=O)OCCO3 returned Hsp70 activator -0.3, STAT1 inh -7, TLR4-MyD88 BLA 2, G6PDH counter -19, STAT3 act 108, STAT3 inh -9, Diaph inh CS 16, STAT1 activator 106 and Diaph act CS 0.8.
For Cc1cc(NC(=O)Cn2cnc3c(cnn3C(C)(C)C)c2=O)no1 the results were APP 5UTR inh -2, Hsp70 activator 0.0, STAT1 inh 2, TLR4-MyD88 BLA 0, G6PDH counter 8, STAT3 act 105, STAT3 inh -4, Diaph inh CS 3, STAT1 activator 99 and Diaph act CS 1.
`C=CCN(C)CC/C=C1\c2ccccc2CSc2ccccc21` gave APP 5UTR inh 1, Hsp70 activator -0.3, STAT1 inh 6, TLR4-MyD88 BLA -5, G6PDH counter 6, STAT3 act 95, STAT3 inh 8, Diaph inh CS 12, STAT1 activator 99 and Diaph act CS 0.9.
For Cc1ccc(-c2n[nH]c(=O)c3ccccc23)cc1S(=O)(=O)NC(C)(C)C the results were APP 5UTR inh -14, Hsp70 activator -0.5, STAT1 inh 12, TLR4-MyD88 BLA 3, G6PDH counter 10, STAT3 act 91, STAT3 inh 12, Diaph inh CS 4, STAT1 activator 88 and Diaph act CS 1.
`O=c1[nH]c(=O)n(Cc2ccco2)c2c1C(C(F)(F)F)(C(F)(F)F)N=C(c1ccco1)N2` gave APP 5UTR inh 10, Hsp70 activator -0.1, STAT1 inh 7, TLR4-MyD88 BLA -4, G6PDH counter -1, STAT3 act 100, STAT3 inh 5, Diaph inh CS 11, STAT1 activator 93 and Diaph act CS 0.9.
`O=c1cc2c(nn1Cc1ccccc1)-c1ccccc1CC2` gave APP 5UTR inh -2, Hsp70 activator 0.0, STAT1 inh 9, TLR4-MyD88 BLA -5, G6PDH counter -2, STAT3 act 120, STAT3 inh -22, Diaph inh CS 19, STAT1 activator 91 and Diaph act CS 0.8.
Screening Cc1nc2ccccc2n(CC(=O)Nc2cc(Cl)cc(Cl)c2)c1=O returned APP 5UTR inh -12, Hsp70 activator 0.1, STAT1 inh 8, TLR4-MyD88 BLA 3, G6PDH counter -4, STAT3 act 101, STAT3 inh 6, Diaph inh CS 3, STAT1 activator 92 and Diaph act CS 1.
COc1ccc(OC)c(NC(=O)CCNS(=O)(=O)c2ccc3c(c2)oc(=O)n3C)c1 was read as APP 5UTR inh -9, Hsp70 activator -0.5, STAT1 inh -4, TLR4-MyD88 BLA -12, G6PDH counter 4, STAT3 act 104, STAT3 inh -1, Diaph inh CS 8, STAT1 activator 104 and Diaph act CS 0.9.
Screening Cc1nc2nc(N)nn2c(C)c1C/C=C/c1ccccc1 returned APP 5UTR inh 1, Hsp70 activator 1.1, STAT1 inh -7, TLR4-MyD88 BLA -7, G6PDH counter 10, STAT3 act 104, STAT3 inh 2, Diaph inh CS 16, STAT1 activator 105 and Diaph act CS 0.8.
O=C(c1cccc2ccccc12)N1CCC(N2CCN(c3ccccc3)CC2)CC1 was read as APP 5UTR inh 10, Hsp70 activator -0.2, STAT1 inh 8, TLR4-MyD88 BLA -10, G6PDH counter 5, STAT3 act 91, STAT3 inh 13, Diaph inh CS 22, STAT1 activator 92 and Diaph act CS 0.8.
`O=C(NCc1cc(C(F)(F)F)cc(C(F)(F)F)c1)C1CC(c2c(Cl)cccc2Cl)=NO1` (configuration not stated) gave APP 5UTR inh -12, Hsp70 activator 0.0, STAT1 inh -3, TLR4-MyD88 BLA -23, G6PDH counter 8, STAT3 act 107, STAT3 inh -3, Diaph inh CS 16, STAT1 activator 102 and Diaph act CS 0.8.
CCC(C)OC(=O)C1=C(C)NC(=O)CC1c1ccccc1OC (configuration not stated) was read as APP 5UTR inh -12, Hsp70 activator -0.1, STAT1 inh 4, TLR4-MyD88 BLA -1, G6PDH counter 7, STAT3 act 99, STAT3 inh 5, Diaph inh CS 14, STAT1 activator 96 and Diaph act CS 0.9.
For CC(C)(C)n1nnnc1CN1CCN2CCCC2C1 (configuration not stated) the results were APP 5UTR inh -10, Hsp70 activator -0.3, STAT1 inh -6, TLR4-MyD88 BLA 7, G6PDH counter 11, STAT3 act 95, STAT3 inh 10, Diaph inh CS 19, STAT1 activator 106 and Diaph act CS 0.8.
`CC(=O)c1ccc(NC(=O)CSc2nc3nc(C)cc(C)n3n2)cc1` gave APP 5UTR inh -4, Hsp70 activator 0.0, STAT1 inh -4, TLR4-MyD88 BLA -5, G6PDH counter -42, STAT3 act 94, STAT3 inh 12, Diaph inh CS 42, STAT1 activator 104 and Diaph act CS 0.6.
Screening O=C(CN1C(=O)c2cccc3cccc1c23)NCc1ccncc1 returned APP 5UTR inh -12, Hsp70 activator -0.2, STAT1 inh 7, TLR4-MyD88 BLA -4, G6PDH counter 8, STAT3 act 95, STAT3 inh 10, Diaph inh CS 10, STAT1 activator 93 and Diaph act CS 0.9.
For Cc1c(NC(=O)c2coc(=O)c(Br)c2)c(=O)n(-c2ccccc2)n1C the results were APP 5UTR inh 10, Hsp70 activator -0.1, STAT1 inh -6, TLR4-MyD88 BLA 2, G6PDH counter 3, STAT3 act 114, STAT3 inh -17, Diaph inh CS 16, STAT1 activator 102 and Diaph act CS 0.8.
Screening Cc1nc(N2C(=O)C(=O)/C(=C(/O)c3ccccc3)C2c2ccco2)sc1C (configuration not stated) returned APP 5UTR inh 5, Hsp70 activator -0.1, STAT1 inh 4, TLR4-MyD88 BLA 1, G6PDH counter 4, STAT3 act 108, STAT3 inh -7, Diaph inh CS 14, STAT1 activator 96 and Diaph act CS 0.9.
For Cc1ccccc1-c1nnc(NC(=O)c2ccc(N3C(=O)CCC3=O)cc2)s1 the results were APP 5UTR inh 28, Hsp70 activator 0.0, STAT1 inh -2, TLR4-MyD88 BLA -15, G6PDH counter 10, STAT3 act 94, STAT3 inh 7, Diaph inh CS -7, STAT1 activator 102 and Diaph act CS 1.1.
`CCC(C)(C)NC(=O)CN(C(=O)c1snc(C(N)=O)c1N)c1ccc(OC)c(OC)c1` gave APP 5UTR inh -12, Hsp70 activator -0.3, STAT1 inh -10, TLR4-MyD88 BLA 5, G6PDH counter -1, STAT3 act 96, STAT3 inh 2, Diaph inh CS 9, STAT1 activator 109 and Diaph act CS 0.9.
Cc1ccc(S(=O)(=O)n2ccc(-c3ccc(OCc4c(F)cccc4Cl)cc3)n2)cc1 was read as APP 5UTR inh -5, Hsp70 activator -0.4, STAT1 inh 11, TLR4-MyD88 BLA 1, G6PDH counter 1, STAT3 act 80, STAT3 inh 27, Diaph inh CS 9, STAT1 activator 90 and Diaph act CS 0.9.
`Cn1cc(CNC(=O)c2sc3cccc(Cl)c3c2Cl)cn1` gave APP 5UTR inh -13, Hsp70 activator -0.1, STAT1 inh -2, TLR4-MyD88 BLA -14, G6PDH counter -6, STAT3 act 85, STAT3 inh 21, Diaph inh CS 12, STAT1 activator 102 and Diaph act CS 0.9.
`CC(C)Cc1cc(C(=O)NCc2cccnc2)no1` gave APP 5UTR inh -13, Hsp70 activator -0.4, STAT1 inh -1, TLR4-MyD88 BLA 8, G6PDH counter 10, STAT3 act 105, STAT3 inh -2, Diaph inh CS 13, STAT1 activator 101 and Diaph act CS 0.9.
CCCCC(=O)Nc1ccc(N2CCN(C(=O)CC)CC2)cc1 was read as APP 5UTR inh -9, Hsp70 activator -0.1, STAT1 inh -13, TLR4-MyD88 BLA -10, G6PDH counter 3, STAT3 act 104, STAT3 inh -1, Diaph inh CS 16, STAT1 activator 112 and Diaph act CS 0.8.
